Source: PubChem
TDP1 cell noCPT: qHTS for Inhibitors of human tyrosyl-DNA phosphodiesterase 1 (TDP1): qHTS in cells in absence of CPT; Potency, µM (series often up to 46.2 µM), inactives show at the highest dose activity change, negative = growth inhibition, hits mostly inhibitors; DT40 Tdp1-/- hTDP1 cells, no CPT, ATP luminescence, 48 h; 420,000 tested, 15% active; AID 686978, 2013; note: nearly all actives have a fitted effect of over 55% in size
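Chicken DT40 Tdp1-/- cells complemented with human TDP1, screened without camptothecin (DMSO vehicle only), 400 cells/well. Compounds pin-transferred, cells incubated at 37 °C for at least 48 hr. Growth read as ATP-dependent luminescence (CellTiter-Glo, 30 min at RT).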
TDP1 inh: TDP1 (human) enzyme inhibition. Q9NUW8. recombinant TDP1, AlphaScreen DNA substrate cleavage. Potency, µM (highest dose often 130 µM), for inactives: top-dose activity change, negative = inhibition, most hits filed as inhibitors. 350,000 tested, 0.28% active. AID 485290; note: nearly all actives have a fitted effect of over 40% in size
Target sequence (Q9NUW8 whole entry, looked up): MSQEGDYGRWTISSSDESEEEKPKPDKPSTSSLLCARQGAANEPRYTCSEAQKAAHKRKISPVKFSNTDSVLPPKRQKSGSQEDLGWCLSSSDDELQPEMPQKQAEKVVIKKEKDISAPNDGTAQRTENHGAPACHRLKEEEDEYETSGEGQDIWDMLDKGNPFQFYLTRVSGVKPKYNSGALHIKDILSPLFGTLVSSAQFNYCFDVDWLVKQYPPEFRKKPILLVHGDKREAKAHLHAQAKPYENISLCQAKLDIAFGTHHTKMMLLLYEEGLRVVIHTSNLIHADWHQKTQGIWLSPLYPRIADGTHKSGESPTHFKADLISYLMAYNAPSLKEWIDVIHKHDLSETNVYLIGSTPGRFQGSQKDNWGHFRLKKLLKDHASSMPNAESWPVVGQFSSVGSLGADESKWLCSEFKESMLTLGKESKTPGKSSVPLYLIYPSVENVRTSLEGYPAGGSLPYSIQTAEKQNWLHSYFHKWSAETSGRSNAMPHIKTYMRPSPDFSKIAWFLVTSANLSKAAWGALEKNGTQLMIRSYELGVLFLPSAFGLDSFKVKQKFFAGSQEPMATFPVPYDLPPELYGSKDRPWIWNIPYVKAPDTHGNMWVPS
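Tdp1 1 nM final; 15 min RT w/ cpd; substrate 15 nM, 5 min; beads 10 ug/ml, 10 min; AlphaScreen read. Neg ctrl: no enzyme.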
TDP1 cell CPT: growth inhibition of DT40 Tdp1-/-;hTDP1 cells with camptothecin (screen for TDP1 inhibitors) | chicken DT40 Tdp1-/-;hTDP1 cells + 20 nM CPT, ATP luminescence, 48 h | Potency, µM (series often up to 46.2 µM), for the others: at the top dose activity change, negative = growth inhibition, actives largely listed as inhibitors | 420,000 tested, 12% active | AID 686979; note: nearly all actives have a fitted effect of over 55% in size
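Chicken DT40 Tdp1-/- cells complemented with human TDP1, 400 cells/well, exposed to compounds plus 20 nM camptothecin for at least 48 h at 37 C; viability read as ATP content by CellTiter-Glo luminescence.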
Starred values were filed as active, the others as inactive; u = inconclusive; x = no result given; & = joins results of further samples; [ ] = remark or other dose. Calls come from the whole dose curve; as a rule, active = well fitted curve in the direction sought with a large enough effect; inconclusive = small, poorly fitted or top-dose-only effect, or another doubt; inactive = no such curve, though single readings can be large; an effect the other way counts as inactive or inconclusive. % is set by controls: 0 for no effect and ±100 for the full control effect; potency is the fitted concentration of half-maximal effect.

Structure | TDP1 cell noCPT | TDP1 inh | TDP1 cell CPT
Cc1cccc(NCc2ccc([N+](=O)[O-])s2)c1 | -3% | x | -1%
COc1ccc(CCNC(=O)C(=O)NCc2ccc(Cl)cc2)cc1OC | 5% | 1% | 0%
CCc1nc2nc(C)c(NS(=O)(=O)c3ccc(F)c(C)c3)c(=O)n2[nH]1 | -3% | -8% | 2%
O=C(Nc1ccon1)c1ccccc1F | 1% | 5% | 5%
CCOC(=O)N1CCC(NC(=O)c2cnn3c(C(F)(F)F)cc(-c4cccc(OC)c4)nc23)CC1 | 16µM* | 5% | 13µM*
O=C1Nc2ccccc2/C1=N/c1sc2c(c1C(=O)NCCc1ccccc1)CCCC2 | u | 3% | -18%
CN(CC(=O)Nc1cccc(F)c1)C(=O)CNC(=O)Cc1cccc2ccccc12 | u | -4% | u
COc1cc(OC)c(NC(=O)c2ccco2)cc1Cl | -21% | 5% | u
COc1ccc(NC(=O)c2cc(-c3ccncc3)nc3ccccc23)c(OC)c1 | u | 2% | u
CCCCN(CC)C(=O)CCNS(=O)(=O)c1ccc2c(c1)c(=O)n(C)c(=O)n2C | -28% | 4% | -12%
CCCCn1c(N)c(N(CC(C)C)C(=O)c2cc(-c3ccc(OC)c(OC)c3)nc3ccccc23)c(=O)[nH]c1=O | u | -5% | -4%
CCC(C)c1ccc2oc(-c3ccc(NC(=O)c4cc5ccccc5o4)cc3)nc2c1 (configuration not stated) | u | x | u
CCC(CC)C(=O)N(C)c1c(C)nc2c(OCc3cccc(Cl)c3)cccn12 | 12µM* | x | 21µM*
CC1(C(=O)NS(=O)(=O)Cc2cccc(Cl)c2)CCN1C(=O)CC1CCCC1 (configuration not stated) | 0% | x | -7%
O=c1c2ccccc2c(-c2ccccc2)nn1-c1ccc(Cl)c(Cl)c1 | u | -3% | u
COc1ccc(-c2nc3c(c(SCC(=O)N4CCCCC4)n2)Cc2c(CO)cnc(C)c2O3)cc1 | 1.3µM* | 5% | 2.6µM*
COC(=O)c1ccc(OCC(=O)NC2CCCCCC2)cc1 | -3% | 3% | -25%
C[C@H](CO)N1C[C@H](C)[C@@H](CN(C)C(=O)Nc2ccc(C(F)(F)F)cc2)Oc2ccc(NC(=O)Nc3ccc(C(F)(F)F)cc3)cc2C1=O | u | 0% | u
CC(=O)O[C@H]1C[C@@H]2CC[C@@H]3[C@H](CC[C@@]4(C)[C@H]3C[C@H]([N+]3(C)CCCCC3)[C@@H]4OC(C)=O)[C@@]2(C)C[C@@H]1[N+]1(C)CCCCC1 | -16%&-15% | x | -15%&2%
O=C(O)CSc1nc(-c2ccccc2)nc2c1oc1ccccc12 | -24% | 5% | 2%

Ordered by count of non-hydrogen atoms (largest number first): some entries from above.
Structure | TDP1 cell noCPT | TDP1 inh | TDP1 cell CPT
CC1(C(=O)NS(=O)(=O)Cc2cccc(Cl)c2)CCN1C(=O)CC1CCCC1 (configuration not stated) | 0% | x | -7%
COc1ccc(CCNC(=O)C(=O)NCc2ccc(Cl)cc2)cc1OC | 5% | 1% | 0%
O=c1c2ccccc2c(-c2ccccc2)nn1-c1ccc(Cl)c(Cl)c1 | u | -3% | u

Other entries:
Structure | TDP1 cell noCPT | TDP1 inh | TDP1 cell CPT
COc1cc(CNc2ncn[nH]2)ccc1OCc1ccccc1C | -14% | 10% | -27%
Cc1cc2nc(-c3ccc(C#N)cc3)c(Cc3ccsc3)n2c(C)c1Br | 16µM* | x | 16µM*
Cc1ccc(SCc2c(C(=O)N/N=C/c3ccc4c(c3)OCO4)nnn2-c2nonc2N)cc1 | -5% | 2% | -13%
COc1ccc2c(c1)c(-c1csc(N)n1)c(C)n2C | 15% | x | -1%
O=C(O)c1ccc(NC(=S)NCc2ccccc2)cc1 | 0% | x | u
COCc1c(C(=O)OC)nnn1-c1ccccc1 | -6% | -4%[56.1 µM] | 3%
O=C(CSc1cccc[n+]1[O-])Nc1cccc(S(=O)(=O)NC2=NCCCCC2)c1 | 5% | 11% | 2%
CCOc1cccc(CN2CCCC(N3CCN(c4cccc(Cl)c4)CC3)C2)c1O (configuration not stated) | u | 8% | -15%
Cc1ccc(NC(=O)c2cnn3c2NC(=C2CC2)C=C3C(F)F)cc1 | -24% | x | -13%
COCCNC(=O)NC1(C(F)(F)F)Oc2ccc(Cl)cc2O1 (configuration not stated) | 13µM* | -14% | 18µM*
Cc1c(C(=O)OCc2ccc(F)cc2)sc2nc3n(c(=O)c12)CCC3 | u | 5% | -8%
CN(CCO)C(=O)c1cn(C2CCCN(Cc3cccc4ccccc34)C2)nn1 (configuration not stated) | -12% | x | 1%
Cc1ccc(Oc2ncccc2NC(=O)CC2(CC(=O)O)CCCC2)c2c1CCC2 | -25% | 2% | 3%
Cc1ccc(S(=O)(=O)CCC(=O)NCCN2C(=O)S/C(=C/c3ccc(F)cc3)C2=O)cc1 | 18µM* | 5% | 23µM*
O=C(Cn1ncc2c3ccccc3n(Cc3ccccc3)c2c1=O)NC1CCCC1 | 1% | 3% | -19%
O=C(Cn1cnc2c(nnn2-c2ccccc2)c1=O)NCC1CCCO1 (configuration not stated) | 11% | 2% | 3%
CC(C)C[C@@H](CN1CCCC1CN1C(=S)NC[C@@H]1Cc1ccc(O)cc1)N1C[C@H](Cc2ccc(O)cc2)N(CCc2ccccc2)C1=S (some centres not stated) | 7.3µM* | x | 13µM*
Cc1cc(NC(=O)CCN2CCN(C/C=C/c3ccccc3)CC2)ccc1Br | u | x | u
CCOC(=O)CCc1c(C)nc2cc(C3CCCN(C(=O)OC(C)(C)C)C3)[nH]n2c1=O (configuration not stated) | u | 0% | u
Cc1ccc2c(c1)N(CCC(=O)NCc1cccnc1)C(=O)CO2 | -3% | 3% | -8%
COc1ccc(C)cc1-n1nnnc1SCC1CCCO1 (configuration not stated) | 0% | 7% | u
CN(C)S(=O)(=O)c1ccc(C(=O)Nc2nnc(SCC(=O)N3CCOCC3)s2)cc1 | -7% | x | -12%
COc1cc(NC(=S)NCc2cccnc2)cc(OC)c1 | 19% | 0% | -3%
CC1CCC(NC(=O)CCN2C(=O)C3CC=CCC3C2=O)CC1 (configuration not stated) | 1% | -1% | -14%
Cc1cc(SCC(=O)OC(C)C(=O)N(C)c2ccccc2)nc2ccccc12 (configuration not stated) | -5% | x | 2%
Cc1cc(OCCOCCNC(C)C)cc(C)c1Cl | 18µM* | x | 18µM*
O=S1(=O)CC(N2CCSCC2)CN1Cc1cn(Cc2ccc(Cl)cc2)nn1 (configuration not stated) | -18% | x | -6%
COc1ccc(CN(C(=O)COc2ccccc2OC)C2CCS(=O)(=O)C2)cc1 (configuration not stated) | -18% | -2% | -15%
Cc1cccc(-n2c(SCC(=O)N3CCN(c4ccccn4)CC3)nnc2N2CCOCC2)c1 | 13% | 3% | 0%
CCC(=O)Nc1ccc(NC(=O)c2cccc3ccccc23)cc1 | 2% | x | 1%
COc1ccc(CN2CCN(Cc3ccc(Br)cc3)CC2)c(OC)c1OC | 16µM* | x | u
NC(=S)N/N=C1\CCOc2ccc(F)cc21 | 16µM* | 6% | u
COc1ccc(OC(=O)c2ccc(OC)c(S(=O)(=O)N3CCOCC3)c2)cc1 | 17% | 3% | -2%
O=C(CCN1CCOCC1)N/N=C/c1cc([N+](=O)[O-])ccc1OC(F)F | u | 8% | u
COc1ccc2c(c1)CC(NC(=O)Nc1ccc(Br)c(C)c1)CO2 (configuration not stated) | -13% | 0% | -16%
O=C(CCCn1nnc2ccccc2c1=O)N[C@H](C(=O)O)c1ccccc1 | 3% | 8% | -4%
CC1(C(=O)NS(=O)(=O)c2ccc(Cl)cc2)CCN1C(=O)Cc1cccc2ccccc12 (configuration not stated) | 4% | x | -32%
Cc1ccc(S(=O)(=O)N2CCN(C(=O)CCn3cncn3)CC2)cc1C | -16% | x | -6%
Cc1ccc(-n2nnnc2SCC(=O)Nc2ccc3c(c2)COC3=O)cc1C | 1% | 1% | -9%
O=C(CSc1nc2ccccc2o1)Nc1ccc(N2CCOCC2)c(Cl)c1 | u | 4% | -28%

Just TDP1 cell CPT and TDP1 inh, for 6 of the compounds above:
Structure	TDP1 cell CPT	TDP1 inh
Cc1cc(OCCOCCNC(C)C)cc(C)c1Cl	18µM*	x
Cc1ccc(-n2nnnc2SCC(=O)Nc2ccc3c(c2)COC3=O)cc1C	-9%	1%
O=S1(=O)CC(N2CCSCC2)CN1Cc1cn(Cc2ccc(Cl)cc2)nn1 (configuration not stated)	-6%	x
CC1CCC(NC(=O)CCN2C(=O)C3CC=CCC3C2=O)CC1 (configuration not stated)	-14%	-1%
O=C(CCN1CCOCC1)N/N=C/c1cc([N+](=O)[O-])ccc1OC(F)F	u	8%
Cc1cccc(-n2c(SCC(=O)N3CCN(c4ccccn4)CC3)nnc2N2CCOCC2)c1	0%	3%

Further compounds follow:
Structure | TDP1 cell noCPT | TDP1 inh | TDP1 cell CPT
Cc1csc2nc(COc3ccccc3NC(=O)c3ccco3)cc(=O)n12 | u | 6% | 9%
COC(=O)C1CCN(C(=O)COC(=O)/C=C/c2ccc(O)c(OC)c2)CC1 | 0% | -2% | -12%
COc1ccc2[nH]c3c(c2c1)CCN1C(=O)C(CC(=O)NC/C=C(\C)CCC=C(C)C)C[C@H](C(=O)N(C(C)C)C(C)C)[C@@]31C (some centres not stated) | 18µM* | 4%[56.1 µM] | u
COc1ccc(-c2ccc(N3C(c4cc(OC)cc(OC)c4)=Cc4ccc(OC)cc4C3CC(C)=O)cc2)cc1 (configuration not stated) | 6.5µM* | x | 5.2µM*
Cc1ccc(C)c(NC(=O)c2cc(S(=O)(=O)N3CCCCC3)ccc2N2CCOCC2)c1 | u | 2% | u
COC(=O)c1ccc(NC(=O)c2cccc(N3C(=O)CCC3=O)c2)cc1 | -21% | -7% | 4%
COC(=O)c1ccccc1NC(=O)COCc1cc(-c2cccs2)on1 | u | 2% | u
C[C@H](CO)N1C[C@H](C)[C@H](CN(C)C(=O)c2ccccc2F)Oc2ncc(Br)cc2C1=O | -11% | x | -17%
Cc1cccc(C(=O)Nc2ccc(OCc3cc(=O)n4ccc(C)cc4n3)cc2)c1 | -10% | 3% | -9%
CN(C)c1nc(-c2ccoc2)nc2ccccc12 | -25% | x | -14%
CCCc1cc(C(=O)N2CCCC(C(=O)c3cc(C)c(OC)c(C)c3)C2)n(C)n1 (configuration not stated) | u | 1% | -42%
COC(=O)C1=C(NC(=O)c2ccccc2[N+](=O)[O-])CCS1 | -17% | 9% | -1%
NC(=O)c1nn(-c2ccccc2)nc1NC(=O)CN1CCCC1 | 4% | 2% | 0%
COc1ccc(-c2cn(-c3ccc(C)cc3)c(S(=O)(=O)CC(=O)Nc3ccc(F)cc3)n2)cc1 | 21µM* | 9% | 16µM*
COc1ccc(CN2C(=O)CCC2(C)c2nnnn2Cc2ccccc2)cc1 (configuration not stated) | -15% | x | -19%
CC(C)C[C@H](NC(=O)c1ccc(OC2CCN(C(=O)C3CC3)CC2)cc1)C(N)=O | u | 5% | u
O=C(c1cnccn1)N1CCC2(CC1)CN(c1cccc(-c3ccccc3)c1)C2 | u | x | 18µM*
CCCCN1C(=O)C(CC(=O)NCCc2ccccn2)CC(C(=O)N2CCCCCC2)=C1C (configuration not stated) | 8% | x | -4%
COc1ccc(CC(C#N)(CO)c2nc3ccccc3[nH]2)cc1 (configuration not stated) | -22% | 5% | -24%
Cc1ccc(C(=O)NNC(=S)NC(=O)c2ccc(Cl)cc2Cl)cc1 | u | 13% | u
O=C(NC1CCCC1)C(c1ccc(Cl)cc1)N1CCN(C2CCCCC2)CC1 (configuration not stated) | 4% | 4% | -4%
CS(=O)(=O)Nc1cccc(-c2cnc3ccccc3n2)c1 | 21µM* | x | -6%
COc1ccc2cc(C(=O)N3CCN(C)CC3)[nH]c2c1 | 3% | x | 10%
CCOc1ccc(NC(=O)CSc2nnc(COc3c(C)cccc3C)o2)cc1 | -18% | -3% | -10%
Cc1c(O)ccc2c(CN3CCOCC3)cc(=O)oc12 | 8% | 4% | -7%
COc1cccc(Cc2nc3ccccc3nc2SCC(=O)NCCc2ccccc2)c1 | 18µM* | 3% | 18µM*
